Source: PubChem BioAssay (Broad Institute)
SIRT5 inh = sirtuin-5 (human) deacylase inhibition; Q9NXA8; Purified SirT5, succinyl-peptide AMC, trypsin-coupled fluorescence; inhibition, % at 15 µM; actives 1.1% (n = 330,000); AID 652115; in the data active = inhibition above about 15%; inconclusive = no clear call, values can overlap the other calls
Target sequence (Q9NXA8 whole entry, looked up): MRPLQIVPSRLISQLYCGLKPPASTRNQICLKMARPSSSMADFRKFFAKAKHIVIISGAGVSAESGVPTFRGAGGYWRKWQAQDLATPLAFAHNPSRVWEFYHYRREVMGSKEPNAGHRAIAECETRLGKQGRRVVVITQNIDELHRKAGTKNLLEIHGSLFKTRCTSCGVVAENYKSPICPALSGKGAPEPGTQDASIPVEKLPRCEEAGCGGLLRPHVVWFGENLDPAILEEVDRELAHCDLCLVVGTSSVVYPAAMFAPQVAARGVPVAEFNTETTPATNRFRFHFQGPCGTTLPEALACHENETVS
ERp5 inh = blocks human ERp5 reductase activity on insulin; Q15084; ERp5 insulin aggregation, absorbance 650 nm, 90 min; inhibition, % at 9.99 µM; actives 0.05% (n = 350,000);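 active = mean replicate inhibition above about 25%, with every replicate also reaching it, limit read from the data, passing the limit was not always enough; inconclusive = only one of those two criteria met; inactive = neither criterion met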
Target sequence (Q15084 whole entry, looked up): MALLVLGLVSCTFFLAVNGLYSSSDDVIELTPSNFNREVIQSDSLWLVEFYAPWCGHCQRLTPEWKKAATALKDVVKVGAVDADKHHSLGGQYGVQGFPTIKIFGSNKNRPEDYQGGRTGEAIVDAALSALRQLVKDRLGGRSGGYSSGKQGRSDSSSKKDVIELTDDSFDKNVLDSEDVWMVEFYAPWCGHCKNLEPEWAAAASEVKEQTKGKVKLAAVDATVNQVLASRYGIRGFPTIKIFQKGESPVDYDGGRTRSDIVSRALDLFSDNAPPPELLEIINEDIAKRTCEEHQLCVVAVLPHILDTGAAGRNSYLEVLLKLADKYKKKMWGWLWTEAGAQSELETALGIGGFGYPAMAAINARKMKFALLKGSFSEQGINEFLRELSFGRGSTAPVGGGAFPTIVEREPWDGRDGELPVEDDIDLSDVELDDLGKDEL
E-selectin induc = induces E-selectin expression in human endothelial cells | P16581 | HUVEC E-selectin immunofluorescence imaging; normalized: neutral wells 0, TNF-alpha wells 100 | activation, % at 7.58 µM | actives 0.37% (n = 260,000) | AID 686992;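 active = mean E-selectin-positive cell signal at least 10% of the positive control, reached in at least 60% of replicates, without over 20% cell loss; inconclusive = no rule given, readout overlaps actives, possibly toxicity-flagged; inactive = the rest, including those meeting only one limit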;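 note: in these data hits start at about 27%; measured in HUVEC primary endothelial cells; signal is the percent of cells scored E-selectin positive by PE staining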
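Test system – human umbilical vein endothelial cells (HUVEC), E-selectin induction · Input – 3,000 HUVEC seeded per well · Buffer or medium – EGM-2, gelatin · Compound dosing – single-point compound dose · Detection – immunofluorescence imaging · Measure – percent E-selectin-positive cells · Controls – TNF-alpha high, DMSO low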
DENV2 CPE rescue = protects cells from dengue virus 2 cytopathic effect; DENV2-infected cells, cytopathic effect rescue, plate reader; actives 1.7% (n = 350,000); AID 651640; CPE inhibition, % at 9.99 µM; in the data active = CPE inhibition above about 20%, passing the limit was not always enough; inconclusive = no clear call, values can overlap the other calls; tested in BHK-21 cells;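 note: 0% = median of neutral control wells and 100% = median of positive control wells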
S100A4 inh HTS = blocks human S100A4 binding to myosin IIA peptide | actives 0.14% (n = 360,000) | AID 652163 | inhibition, % at 10.7 µM | S100A4/TAMRA-MyoIIA peptide fluorescence polarization | P26447;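 active = mean inhibition of at least 70% across replicates, with every replicate also reaching that level; inconclusive = mean inhibition reaches 70% but some replicates fall short; inactive = mean inhibition below 70%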
Target sequence (P26447 whole entry, looked up): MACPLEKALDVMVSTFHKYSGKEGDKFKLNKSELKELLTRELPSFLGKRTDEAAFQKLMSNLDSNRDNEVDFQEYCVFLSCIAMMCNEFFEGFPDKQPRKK
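Assay system: human S100A4 monomer with TAMRA-labelled myosin IIA peptide / Buffer or medium: Calcium-containing HEPES buffer, pH 7.2 / Reagent: TAMRA-labelled myosin IIA heavy-chain peptide probe, 5 nM / Compound: one dose per compound / Timing: polarization read 5 min after assay mix addition, stable 5–60 min / Benchmarks: neutral control DMSO, positive control TFP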
Statin myotox sup = suppressors of simvastatin-induced myotoxicity in C2C12 myotubes. actives 0.78% (n = 330,000). rescue of ATP level, % at 7.49 µM. ATP luminescence, 48 h; scaled: DMSO 0, geranylgeraniol control 100;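 active = mean ATP rescue above about 67%, or every replicate alone reaching that limit, limit read from the data, passing the limit was not always enough; inconclusive = no clear call, values can overlap the other calls; inactive = mean under the limit and some replicate under it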;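 note: myotubes were challenged with 10 µM simvastatin during compound exposure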
PglD DTNB = inhibitors of Campylobacter jejuni PglD acetyltransferase | purified PglD enzyme, DTNB colorimetric CoA detection | actives 0.098% (n = 360,000) | inhibition, % at 12.5 µM; in the data active = inhibition above about 16%, passing the limit was not always enough; inconclusive = no clear call, values can overlap the other calls; note: strong numbers were not always called active
Active calls of the source: *; ? = inconclusive; . = not tested or not shown. The list is partial; count on the stated rates, not on these rows.

SMILES	SIRT5 inh	ERp5 inh	E-selectin induc	DENV2 CPE rescue	S100A4 inh HTS	Statin myotox sup	PglD DTNB
COc1ccc2c(C(=O)CN3CCSCC3)c[nH]c2c1	0.7	-2.3	-0.1	-1.9	-5.6	.	.
O=C(CCN1CCN(c2ccccc2F)CC1)Nc1ccccc1Cl	-1.5	0.2	.	13.9	-3.8	1.0	4.0
Cc1c(NC2(C#N)CCCCC2)c(=O)n(-c2ccccc2)n1C	4.5	-5.0	.	.	-63.6	.	.
Cc1noc(C)c1NC(=O)N(C)C[C@@H]1OCCCC[C@H](C)Oc2ccc(NS(=O)(=O)c3cn(C)cn3)cc2C(=O)N([C@H](C)CO)C[C@@H]1C	.	.	-0.1	-3.7	.	-21.9	0.8
Brc1ccc(Nc2nc(-c3cccnc3)cs2)cc1	0.8	2.6	12.9	-3.4	-0.5	.	.
O=C(c1ccccc1)N1CCCCC1	-0.7	0.8	.	-9.8	1.9	18.7	3.9
C[C@H](CO)N1C[C@H](C)[C@H](CN(C)CC2CC2)Oc2ccc(NS(=O)(=O)c3ccc(F)cc3)cc2CC1=O	11.9	-4.6	-0.1	7.3	-4.2	8.0	-2.5
C=CCNC(=O)CN1CCC(c2nc3ccccc3[nH]2)CC1	-3.9	-4.1	.	-7.1	-1.2	-2.4	-5.0
Cc1cccc(NC(=O)CNC(=O)c2ccc3nc[nH]c3c2)c1C	2.4	-2.0	-0.3	-7.1	-5.4	-1.8	2.0
CCOc1ccc(/C=N/N2CCN(Cc3ccccc3)CC2)cc1	3.5	-1.2	0.0	?	-3.2	-2.8	-7.1
CCc1c(C2(O)CCCCC2)[nH]c2ccc(C(F)(F)F)cc12	-1.1	13.4	0.2	5.8	-8.4	11.8	4.2
CCN(Cc1ccccc1)S(=O)(=O)c1cc(C(=O)NC2CCCCCC2)ccc1OC	2.6	0.9	.	18.1	-1.5	.	.
COCC(=O)Nc1ccc2c(c1)[C@H]1C[C@H](CC(=O)N[C@H](C)c3ccccc3)O[C@H](CO)[C@H]1O2	1.3	-3.2	0.1	4.1	-3.7	-1.4	-4.6
COc1cccc(-c2ccc3c(c2)O[C@@H](CN(C)C(=O)C2CCOCC2)[C@@H](C)CN([C@@H](C)CO)S3(=O)=O)c1	-9.4	-4.1	0.0	2.8	4.9	2.7	2.4
CCc1ccc(N(C(=O)c2csnn2)C(C(=O)NC(C)(C)CC)c2ccccn2)cc1 (stereo not drawn)	-1.5	0.0	0.0	1.9	-1.4	.	.
COCCN(C(=O)c1ccc2c(c1)C(=O)N(c1ccccc1Cl)C2=O)c1c(N)n(CC(C)C)c(=O)[nH]c1=O	-3.4	-4.9	0.5	-6.7	-0.3	10.6	-1.6
C=CCn1cnc2c(oc3ccccc32)c1=O	-2.8	1.4	-0.1	-0.6	0.6	12.8	0.0
CCOC(=O)c1sc2nc3c(SCCC(=O)O)cc(C(=O)c4cc(OC)ccc4O)cn3c(=O)c2c1C	2.6	1.2	.	10.6	1.7	.	.
COc1ccc(NC(=O)CN2CCC(NC(=O)c3ccc(OC)cc3)CC2)cc1	-2.9	-0.6	.	1.6	-2.3	-6.3	7.0
C[C@@H]1CN([C@H](C)CO)C(=O)Cc2cc(NS(=O)(=O)c3ccc(F)cc3)ccc2O[C@@H]1CN(C)Cc1ccc(C(F)(F)F)cc1	22.8*	0.7	0.0	-6.2	-4.2	?	3.1
CCC(=O)NC(c1ccccc1Cl)c1c(O)ccc2ccccc12 (stereo not drawn)	-3.3	-2.5	.	2.2	4.1	.	.
CC1CCN(S(=O)(=O)c2ccc(NC(=O)Cc3ccccc3)cc2)CC1	-0.7	3.0	.	2.6	1.0	5.7	1.3
COc1ccc(-n2ncc3c(NCc4cccs4)ncnc32)cc1	-5.3	-0.6	.	-4.7	-1.9	-15.2	3.5
Cc1ccc(C(=O)NCC(=O)OCC(=O)NCCNC(=O)COC(=O)CNC(=O)c2ccc(C)cc2)cc1	1.7	1.8	0.3	-4.1	-1.6	.	.
COc1ccccc1NC(=O)/C(=C/c1cccs1)NC(=O)c1ccco1	.	3.8	0.2	-3.2	3.2	.	4.2
CCCOc1ccc(C2C(C(=O)c3cc4ccccc4o3)=C(O)C(=O)N2c2cc(C)on2)cc1OC (stereo not drawn)	-2.4	1.4	.	1.0	-0.3	-4.5	-8.6
C[C@H]1CCCCO[C@H](CN(C)Cc2ccc3c(c2)OCO3)[C@@H](C)CN([C@@H](C)CO)C(=O)c2cc(NS(=O)(=O)c3ccc(F)cc3)ccc2O1	-3.3	2.7	.	-1.8	-0.5	.	-0.3
CCN1CCN(CCCNC(=O)CN2C(=O)c3cccnc3Oc3ccc(Cl)cc32)CC1	-1.4	0.9	.	5.6	-1.1	-7.0	5.5
CC(C)(C)OC(=O)N1CCC(c2c(C(=O)NCC3CCN(C4CCCC4)C3)cnn2-c2ccccc2)CC1 (stereo not drawn)	-2.0	2.2	-0.2	5.7	-4.9	27.8	-3.5
C=CCN1C(=O)C2(/C(=C(\O)c3ccc4c(c3)OCCO4)C(=O)C(=O)N2CCCOC)c2ccccc21 (stereo not drawn)	-1.1	?	.	-0.2	-1.2	38.5	6.3
Cc1cccc(CN2CCN(Cc3cccc4nonc34)CC2CCO)n1 (stereo not drawn)	-1.2	1.3	.	-3.0	-6.7	-2.1	2.8
C=CCC[C@@H](Cc1ccc(F)cc1)C(=O)OC[C@@H](Cc1c[nH]c2ccccc12)NC(=O)[C@@H](CC=C)CC(=O)N[C@@H](CO)Cc1ccccc1	.	2.8	-0.5	-4.0	-3.0	-1.9	-0.5
COc1cccc(C2CC(c3ccc(C)cc3)Nc3nc(N)nn32)c1 (stereo not drawn)	.	-1.9	.	.	4.1	0.4	8.8
C[C@@H]1CN([C@H](C)CO)C(=O)c2cccc(NS(=O)(=O)c3cn(C)cn3)c2O[C@H]1CN(C)S(=O)(=O)c1cccs1	-5.0	7.9	0.0	4.2	-1.2	-3.9	-0.9
C[C@@H]1CN([C@H](C)CO)C(=O)Cc2cc(NC(=O)Nc3ccc4c(c3)OCO4)ccc2O[C@H]1CN(C)Cc1ccc(C(F)(F)F)cc1	-3.0	-6.3	.	6.4	6.1	35.8	1.3
O=C(CN1C(=O)NC2(CCCCC2)C1=O)NCCc1ccc(Cl)cc1Cl	-0.1	2.2	-0.1	8.4	-1.0	-4.2	3.3
CCOc1ccc(N/C(C)=C/C(=O)c2ccc3c(c2)OCCO3)cc1	4.1	-4.8	-0.3	13.5	-8.3	.	.
CC(=O)N(C)C[C@@H]1Oc2cc(C#Cc3cccc(F)c3)ccc2S(=O)(=O)N([C@@H](C)CO)C[C@H]1C	0.4	-2.6	-0.3	9.2	7.8	17.9	3.6
CCc1ccc(/C=C2\Oc3c(ccc(O)c3CN3CCN(CCO)CC3)C2=O)cc1	-0.6	2.2	.	2.7	1.3	8.6	0.0
C[C@]12CC[C@H](O)CC1=CCC1C2CC[C@@]2(C)C1CC[C@@H]2NCc1ccccc1 (stereo partly drawn)	8.7	5.4	.	16.1	-1.9	-12.0	0.0
C/C=C/c1ccc(C2[C@H]3CNC[C@@H]2N3S(=O)(=O)c2cn(C)cn2)cc1 (stereo partly drawn)	-5.6	-1.7	-0.1	-0.9	-9.4	.	.
COc1ccc(C2CC(=O)C(c3ccc(Cl)cc3)=CN2Cc2ccccc2)cc1 (stereo not drawn)	-0.9	-3.8	-0.2	-6.6	1.5	.	.
C=CCN(c1ccc(Br)cc1C(=O)OC)S(C)(=O)=O	-3.4	2.7	-0.1	17.5	-1.1	14.0	5.0
O=C(CCc1ccccc1)NC(NC(=S)Nc1cccc(Cl)c1)C(Cl)(Cl)Cl (stereo not drawn)	-1.4	-1.5	.	2.1	-1.9	-98.6	5.2
Cn1c(COc2ccccc2)nnc1SCC(=O)c1cccc([N+](=O)[O-])c1	-1.2	6.3	.	-0.8	-5.0	-6.8	-0.8

Ordered by the number under SIRT5 inh (rising): 3 of the compounds above
Molecule,SIRT5 inh,ERp5 inh,DENV2 CPE rescue,S100A4 inh HTS,PglD DTNB
C/C=C/c1ccc(C2[C@H]3CNC[C@@H]2N3S(=O)(=O)c2cn(C)cn2)cc1 (stereo partly drawn),-5.6,-1.7,-0.9,-9.4,.
O=C(CN1C(=O)NC2(CCCCC2)C1=O)NCCc1ccc(Cl)cc1Cl,-0.1,2.2,8.4,-1.0,3.3
CCOc1ccc(N/C(C)=C/C(=O)c2ccc3c(c2)OCCO3)cc1,4.1,-4.8,13.5,-8.3,.

Entries above marked active in SIRT5 inh:
| mol | SIRT5 inh | ERp5 inh | DENV2 CPE rescue | S100A4 inh HTS | PglD DTNB |
| --- | --- | --- | --- | --- | --- |
| C[C@@H]1CN([C@H](C)CO)C(=O)Cc2cc(NS(=O)(=O)c3ccc(F)cc3)ccc2O[C@@H]1CN(C)Cc1ccc(C(F)(F)F)cc1 | 22.8* | 0.7 | -6.2 | -4.2 | 3.1 |

Further results follow:
SMILES	SIRT5 inh	ERp5 inh	E-selectin induc	DENV2 CPE rescue	S100A4 inh HTS	Statin myotox sup	PglD DTNB
Cn1c(=O)c2c(nc(Sc3ncccn3)n2Cc2ccccc2Cl)n(C)c1=O	1.1	-0.2	.	-6.7	2.9	47.7	-0.5
Cc1cccc(C(=O)Oc2ccc(/C=N/O)cc2)c1	0.3	-5.6	.	-3.6	-4.5	7.6	1.6
CCN(CC)C(=O)C1=C(C)N(Cc2ccc(C(C)(C)C)cc2)C(=O)C(CC(=O)NC2CCCCC2)C1 (stereo not drawn)	3.3	-4.9	.	3.4	-4.0	-1.5	1.4
COCCN(Cc1ccc(C)cc1)C(=O)[C@H]1O[C@@H](n2cnc(C(N)=O)n2)[C@H](O)[C@@H]1O	1.3	5.0	0.2	-2.9	-3.6	.	.
CCC(C)C(NC(N)=O)C(=O)Nc1ccc(S(=O)(=O)Nc2ccc(OC)cc2)cc1 (stereo not drawn)	1.0	0.9	0.6	-6.8	-0.2	.	.
COc1ccc(/C=C/C(=O)Nc2sc(Cc3ccccc3)c(C)c2C(N)=O)cc1	1.7	0.2	-2.3	11.4	10.8	-92.9	.
COCC(=O)N(C)C[C@@H]1Oc2cc(-c3ccc(C#N)cc3)ccc2S(=O)(=O)N([C@@H](C)CO)C[C@@H]1C	-2.0	3.0	0.3	0.5	20.2	-8.6	0.3
CCN(CC)Cc1c(C(=O)N/N=C/c2cccc(OCc3ccc(F)cc3)c2)nnn1-c1nonc1N	-2.2	0.6	-0.1	-5.6	4.6	-7.0	-2.2
O=C(C1CCOCC1)N1CC(=O)N2[C@H](CO)[C@H](c3ccc(Br)cc3)[C@@H]2C1	-2.8	3.7	-0.4	6.9	-14.7	.	.
CO[C@@H]1CN(C)C(=O)c2cc(NS(=O)(=O)c3ccccc3C)ccc2OC[C@@H](C)NC[C@H]1C	-1.7	10.4	0.1	9.0	13.1	10.5	-8.5
CC(C)NC(=O)N(C)C[C@H]1Oc2ccc(NC(=O)Cc3ccccc3)cc2CC(=O)N([C@@H](C)CO)C[C@@H]1C	1.0	-3.7	-0.2	8.8	8.2	-5.9	1.7
CN(C)CCCN(C(=O)c1cc(Cl)sc1Cl)c1nc2cc3c(cc2s1)OCO3	1.4	0.6	.	1.1	-2.8	.	-1.0
Cc1noc(C)c1NC(=O)Nc1cccc2c1O[C@@H](CN(C)C(=O)Nc1ccc3c(c1)OCO3)[C@@H](C)CN([C@@H](C)CO)C2=O	-2.3	-0.7	-0.2	-5.5	-1.9	15.5	1.7
Cc1nn(CCOc2ccc(Br)cc2)c(C)c1[N+](=O)[O-]	-6.7	10.3	-1.2	3.5	2.2	4.3	-2.6
CCS(=O)(=O)N1CC(=O)N2[C@H](CO)[C@H](c3ccc(-c4ccccc4)cc3)[C@@H]2C1	5.7	4.2	0.4	3.9	-8.6	.	.
